Screening results (PubChem)
FLuc counter – inhibits or activates purified firefly luciferase, miR-21 counter-screen | P08659 | purified FLuc, Km substrates, luminescence inhibition | Potency, µM (titrated, usually from 57.5 µM), for inactives: top-dose activity change, negative = inhibition, usual class: inhibitors | 360,000 tested, 6.9% active | AID 588342;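 note: potency is the fitted concentration of half-maximal effect; plate controls were vehicle for no effect and reference inhibitor for full effect; nearly all actives have a fitted effect of over 55% in size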
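Purified P. pyralis luciferase (10nM final) with 10uM D-luciferin and 10uM ATP (Km levels) in 50mM Tris acetate pH 7.5, 10mM Mg acetate, 0.01% Tween-20, 0.05% BSA; qHTS 6-point titration, ~60 µM downward; luminescence read.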
MBNL1 CUG block – blocks human MBNL1 binding to CUG repeat RNA. Q9NR56. TR-FRET MBNL1-His/biotin-(CUG)12 binding, 665/545 ratio. Potency, µM (top dose mostly 57.5 µM), for inactives: at the highest dose activity change, negative = inhibition, hits mostly inhibitors. 280,000 tested, 0.036% active. AID 2675; active = well fitted inhibition curve with a large enough effect in the signal ratio, with a control signal flat, not every such curve was filed as active; inconclusive = small, poorly fitted or top-dose-only effect, or effect the other way, or a change in a side signal; inactive = no such curve, though single readings can be large or run the other way; the % refers to the signal ratio; note: potency is the fitted concentration of half-maximal effect; % is set by controls: 0 for no effect and ±100 for the full control effect
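TR-FRET between His-tagged MBNL1 and biotin-(CUG)12 RNA, detected with Tb anti-His antibody (0.055 ng/ul) and streptavidin-XL665 (5 nM), 60 min at room temperature. Compounds titrated 92 nM to 58 uM; 665/545 nm ratio normalized to buffer and complex controls.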
Gal4-VP16 FLuc – counter-screen for ROR gamma inhibitors: Gal4-VP16 reporter | AID 2546 | Drosophila S2 Gal4-VP16 UAS-luciferase, luminescence, 20 h | 310,000 tested, 3.5% active | Potency, µM (doses to about 53.6 µM), for inactives: at the highest dose activity, negative = inhibition, hits mostly inhibitors;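 note: Gal4-VP16 expression switched on by copper sulfate through the metallothionein promoter; potency is the fitted concentration of half-maximal effect; % is set by controls: 0 for no effect and ±100 for the full control effect; nearly all actives have a fitted effect of over 50% in size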
KCNH2 3.1 block – inhibitors of human KCNH2 3.1 potassium channel isoform | U2OS KCNH2 3.1, thallium flux FluxOr; hits give low values | activity change, % (tested at about 1.8 µM) | 340,000 tested, 0.95% active;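 active = maximum activity change below -70%; inconclusive = maximum activity change from -70% to -50%; inactive = maximum activity change above -50%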;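 note: thallium influx rate constant from kinetic fluorescence after stimulation buffer; % is set by controls: 0 for no effect and ±100 for the full control effect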
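U2OS cells transduced with KCNH2 3.1 mutant virus (1.77 x 10^8 /mL, 4 h), plated overnight at 37 C, loaded 45 min with FluxOr dye plus Red40 quencher. Thallium flux rate constant from kinetic reads after stimulation buffer, normalised to controls.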
RORgamma inh – inhibitors of mouse ROR gamma transcriptional activity; P51450; Drosophila S2 Gal4-RORgamma UAS-luciferase reporter, 20 h; Potency, µM (series often up to 53.6 µM), inactives show at the top dose activity change, negative = inhibition, usual class: inhibitors; 310,000 tested, 5.4% active; AID 2551; note: potency is the fitted concentration of half-maximal effect; % is set by controls: 0 for no effect and ±100 for the full control effect; nearly all actives have a fitted effect of over 60% in size
Target sequence (P51450 whole entry, looked up, the tested form may be a part): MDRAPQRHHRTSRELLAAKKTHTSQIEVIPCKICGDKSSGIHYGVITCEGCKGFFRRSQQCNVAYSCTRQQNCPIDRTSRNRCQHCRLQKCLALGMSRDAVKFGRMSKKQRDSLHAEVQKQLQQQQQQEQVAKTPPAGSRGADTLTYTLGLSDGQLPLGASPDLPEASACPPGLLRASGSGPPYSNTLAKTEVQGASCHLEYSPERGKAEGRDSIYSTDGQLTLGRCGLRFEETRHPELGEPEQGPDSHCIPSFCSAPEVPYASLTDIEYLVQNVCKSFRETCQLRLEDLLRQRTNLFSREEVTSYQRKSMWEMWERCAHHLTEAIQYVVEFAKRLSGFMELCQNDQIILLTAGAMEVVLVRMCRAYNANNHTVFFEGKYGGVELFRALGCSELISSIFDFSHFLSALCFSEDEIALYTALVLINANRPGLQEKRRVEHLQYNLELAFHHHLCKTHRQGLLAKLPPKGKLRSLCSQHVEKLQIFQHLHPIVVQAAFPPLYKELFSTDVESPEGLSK
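Drosophila Schneider cells stably carrying a metallothionein-driven Gal4 DBD–ROR gamma fusion and a UAS-Photinus luciferase reporter were exposed to compound for 1 hr, then induced with copper sulfate (700 uM final) for 20 hr at ambient temperature before luminescence reading.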
ELG1 repair inh – ELG1-dependent DNA repair inhibition; HEK293T ELG1-luciferase reporter, luminescence, 16 h; DNA damage induced by 5-fluorouridine; Potency, µM (series often up to 46.1 µM), for inactives: top-dose activity change, negative = inhibition, actives largely listed as inhibitors; 330,000 tested, 2.3% active; AID 504467; note: potency is the fitted concentration of half-maximal effect; % is set by controls: 0 for no effect and ±100 for the full control effect; nearly all actives have a fitted effect of over 55% in size
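5-Fluorouridine DNA damage + compound/DMSO, 2,000 cells/well, 16 h, 37 °C/5% CO2. ONE-Glo, 30 min RT, luminescence. Readout = decrease in reporter signal.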
NPC1 prom act – activators of NPC1 promoter. Huh7 NPC1 promoter luciferase reporter, 24 h. Potency, µM (series often up to 9.22 µM), for inactives: top-dose activation, usual class: activators. 320,000 tested, 2.4% active;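 note: potency is the fitted concentration of half-maximal effect; % of control where 0% means no effect; nearly all actives have a fitted effect of over 60% in size; reporter is driven by a mutant NPC1 promoter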
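Readout is luciferase luminescence, reflecting NPC1 promoter activation in stably transfected Huh7 cells after 24 h compound exposure at 37 °C in reduced-serum medium with 10% FBS.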
Menin-MLL TR inh – menin-MLL binding inhibition, Texas Red mutant peptide; O00255; Menin + Texas Red MLL mutant peptide, fluorescence polarization; Potency, µM (series often up to 61.6 µM), for inactives: at the highest dose FP activity change, negative = inhibition, usual class: inhibitors; 270,000 tested, 0.23% active; active = well fitted inhibition curve with a large enough effect in the polarisation, with a control signal flat, not every such curve was filed as active; inconclusive = small, poorly fitted or top-dose-only effect, or effect the other way, or a change in a side signal; inactive = no such curve, though single readings can be large or run the other way; the % refers to the polarisation; note: potency is the fitted concentration of half-maximal effect; % of control where 0% means no effect; many of its hits are not listed in these tables
Rab9 prom act – Rab9 promoter activation; Huh7 Rab9 promoter-luciferase reporter, luminescence, 24 h; Potency, µM (series often up to 9.22 µM), for inactives: top-dose activation, negative = inhibition, most hits filed as activators; 320,000 tested, 2.8% active; note: potency is the fitted concentration of half-maximal effect; % of control where 0% means no effect; nearly all actives have a fitted effect of over 60% in size
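Huh7 reporter line, Rab9 promoter upstream of luciferase. Compound exposure 24 h at 37 °C in reduced-serum medium with 10% FBS. Read-out: luminescence.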
Mito fusion yeast – inhibitors of mitochondrial division or activators of mitochondrial fusion | S. cerevisiae fusion-defective mutant growth rescue, CellTiterGlo 48 h | Potency, µM (doses to about 46.1 µM), for the others: at the top dose growth rescue (activation), hits mostly activators | 320,000 tested, 0.23% active | AID 485298;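 note: potency is the fitted concentration of half-maximal effect; % of control where 0% means no effect; nearly all actives have a fitted effect of over 45% in size; temperature-sensitive fusion mutants such as fzo1-1 at 37 °C on non-fermentable ethanol glycerol medium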
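Yeast fusion mutant, YPEG (non-fermentable carbon), compound, 48 h at 37C non-permissive; CellTiterGlo added, 10 min RT, luminescence read. Rescued growth = division inhibition.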
PKM2 activator – increases activity of human pyruvate kinase M2; P14618; purified PKM2, Kinase-Glo ATP luminescence, activation; response scale: 0% is enzyme alone, no compound; Potency, µM (series often up to 57.5 µM), for the others: at the top dose activation, most hits filed as activators; 260,000 tested, 0.34% active; AID 1631; note: potency is the fitted concentration of half-maximal effect; % is set by controls: 0 for no effect and ±100 for the full control effect; nearly all actives have a fitted effect of over 55% in size
Target sequence (P14618 whole entry, looked up): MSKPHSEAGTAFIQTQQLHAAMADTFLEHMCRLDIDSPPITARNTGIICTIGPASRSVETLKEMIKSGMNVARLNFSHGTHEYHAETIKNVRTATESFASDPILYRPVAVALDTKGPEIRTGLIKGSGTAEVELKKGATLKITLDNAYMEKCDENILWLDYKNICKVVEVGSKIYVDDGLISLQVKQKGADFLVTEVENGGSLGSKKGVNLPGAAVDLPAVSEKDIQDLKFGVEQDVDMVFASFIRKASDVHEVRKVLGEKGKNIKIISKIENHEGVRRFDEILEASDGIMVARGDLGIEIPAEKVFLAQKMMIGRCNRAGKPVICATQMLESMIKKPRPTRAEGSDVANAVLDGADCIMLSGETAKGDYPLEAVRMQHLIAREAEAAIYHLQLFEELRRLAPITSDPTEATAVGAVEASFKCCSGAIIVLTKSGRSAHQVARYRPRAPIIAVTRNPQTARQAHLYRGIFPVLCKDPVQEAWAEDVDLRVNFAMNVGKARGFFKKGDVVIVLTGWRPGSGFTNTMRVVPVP
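Purified hPK-M2 (>95% pure) converted ADP (0.1 mM final) to ATP with 0.5 mM PEP in 50 mM imidazole pH7.2, KCl, MgCl2, Tween 20, BSA; 1 h at room temperature. ATP detected by Kinase-Glo luminescence.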
* hit, by the source's call; ? = inconclusive; nt = no result given; & = joins results of further samples; [ ] = remark or other dose. Unless noted, calls come from the whole dose curve; as a rule, active = well fitted curve in the direction sought with a large enough effect; inconclusive = small, poorly fitted or top-dose-only effect, or another doubt; inactive = no such curve, though single readings can be large; an effect the other way counts as inactive or inconclusive.

The line under a structure holds: FLuc counter | MBNL1 CUG block | Gal4-VP16 FLuc | KCNH2 3.1 block | RORgamma inh | ELG1 repair inh | NPC1 prom act | Menin-MLL TR inh | Rab9 prom act | Mito fusion yeast | PKM2 activator
CCn1c(CNS(=O)(=O)c2ccc(Br)cc2)n[nH]c1=S
 : 3% | 3% | 0% | 0 | -29% | 0% | -2% | nt | -1% | 0% | -10%
CC(=O)N1CCc2cc(S(=O)(=O)NCCC(=O)NC3CCCc4ccccc43)ccc21 (stereo unspecified)
 : -2% | -2% | nt | -14 | -19%[0.365 µM] | 13µM* | -3% | ? | -1% | 2% | -2%
Cc1ccc(-c2csc3ncnc(Nc4ccc(C(=O)O)cc4)c23)cc1
 : ? | 8% | -15% | -4 | ? | ? | -3% | nt | 2% | 9% | -3%
COc1ccc(C(=O)OCC(=O)NC2CC2)cc1S(=O)(=O)N1CCOCC1
 : -2% | -7% | -3% | 0 | 22% | 3% | 0% | -1% | 0% | -7% | -14%
O=C(NNc1nc(N2CCOCC2)nc(N2CCOCC2)n1)Nc1ccc(Cl)cc1
 : 1% | 0% | 8% | nt | 3% | 1% | 1% | ? | 2% | 18% | -1%
COc1ccccc1NC(=O)C1CCN(c2ncnc3c2nc2n3CCCCC2)CC1
 : -12%&-4% | 1% | -6% | -2 | 19% | 9.2µM* | -1% | -24% | 0% | 1% | nt
Cc1cc(C)c2cc(CN(CCN3CCCC3)C(=O)Nc3ccc(F)cc3)c(=O)[nH]c2c1
 : 0% | 2% | -18% | -22 | -5% | ? | 17% | ? | 2% | 2% | 12%
CCCNC(=O)C1CCN(S(=O)(=O)c2cccc3nonc23)CC1
 : 2% | ? | 0% | 15 | -15% | 19% | -3% | 4% | -8% | -2% | 3%
CCc1nc(SCC(=O)O)c(C#N)c2c1CCCC2
 : -19% | -22% | -8% | 4 | -4% | 7% | -5% | 12% | -4% | 3% | 2%
CCOc1cc(C)c(S(=O)(=O)NC2CCCCC2)cc1C
 : 0% | 0% | 11µM* | -6 | 4% | -19% | -2% | 2% | -2% | 18% | -1%
COCCN1Cc2cc3cc(C)ccc3nc2SC1=Nc1cccc(OC)c1
 : -8% | -2% | 2% | -6 | 1% | ? | 0% | 5% | 0% | -3% | 1%
COc1cccc(C(=O)NCC2(c3ccc(OC)c(OC)c3)CCCC2)c1
 : -1% | 0% | -8% | -2 | 21% | -26% | -2% | -14% | -3% | 2% | 0%
O=C(NCCc1c[nH]c2ccccc12)C(=O)NCC(c1ccco1)N1CCN(c2ccc(F)cc2)CC1 (stereo unspecified)
 : 1% | 2% | -9% | -9 | 7% | ? | -1% | 3% | 3% | -2% | -13%
COc1ccc2c(c1)CCc1c(C(=O)NCc3ccco3)noc1-2
 : 7.6µM* | -4% | 14% | -3 | 12% | ? | 3.5µM* | -11% | 1.6µM* | -2% | -11%
O=C(NN1C(=O)c2ccccc2NC1c1ccccc1OCc1ccccc1)c1ccncc1 (stereo unspecified)
 : 2% | ? | 18% | -5 | 23% | 3% | 1% | -6% | 8% | 2% | 1%
O=C1NC(=Nc2ccccc2Cl)SC1(CO)CO
 : 1% | -2% | 7% | 5 | -17% | -17% | 3% | 10% | 2% | -1% | -5%[11.5 µM]
Nc1nc(Sc2ccc(C(F)(F)F)cc2[N+](=O)[O-])n[nH]1
 : 0% | ? | 25% | -17 | 13% | 14% | 0% | 7% | 1% | 2% | -2%
Cc1cc(C(=O)N/N=C/c2ccc(-c3cccc(Cl)c3Cl)o2)n[nH]1
 : 1% | ? | ? | -29 | ? | ? | -1% | 13% | 1% | 2% | 0%
COc1ccc(-n2c(Cc3cc(=O)[nH]c(=O)[nH]3)nnc2SCC(=O)Nc2ccccc2)cc1
 : -1% | 4% | 1% | 22 | 9% | 8% | 2% | -3%[11.7 µM] | 4% | 0% | -2%
COc1ccc(CN2CCCCCC2)cc1
 : 0% | -5% | -7% | -5 | -11% | -1% | -2% | -23% | 4% | 1% | 1%
CCCn1nc(Oc2nc(NC(C)C)nc(N(C)C)n2)ccc1=O
 : -4% | 8% | 1% | 5 | ? | ? | -1% | -18% | -4% | 5% | -5%
Cc1c(CC(=O)N[C@@H](C)C(=O)O)c(=O)oc2cc3c(cc12)CCC(C)(C)O3
 : ? | 5% | -2% | 11 | -16% | 14% | 4% | -8% | 15% | 3% | nt
CC(C)OCCCN(CC(O)c1ccccc1)CC(O)c1ccccc1 (stereo unspecified)
 : 2% | -14% | 5% | 10 | -3% | 1% | 1% | -6% | 0% | -2% | -7%
Cn1c(N)c(C(=O)COC(=O)CNS(=O)(=O)c2cccc(Cl)c2)c(=O)n(C)c1=O
 : ? | nt | 0% | -1 | -1% | -17% | -2% | -1% | -2% | 0% | 6%
Cc1cc(C(=O)COC(=O)C23CC4CC(CC(O)(C4)C2)C3)c(C)n1-c1c(C)n(C)n(-c2ccccc2)c1=O
 : 1% | -7% | 5% | -3 | 15% | -11% | 0% | -11% | -1% | -7% | 5%
Cc1cc2n(n1)C(c1ccc3c(c1)OCO3)Nc1c(C)cccc1-2 (stereo unspecified)
 : -7% | -1% | 3% | -16 | -43% | 0% | -1% | 41%[activator] | -2% | 20% | 13%
Cc1cc(C)c(S(=O)(=O)N2CCN(C(=O)c3c(C)noc3C)CC2)c(C)c1
 : 0% | nt | nt | 8 | nt | 3% | -2% | nt | 3% | -3% | nt
COCCCNC(=S)NNC(=O)c1cc(C2CC2)nc2ccccc12
 : 12µM* | 5% | ? | nt | 2.8µM* | -2% | -1% | 0% | -4% | -2% | -7%
O=c1oc2ccccc2cc1-c1csc(NN=C2CCCC2)n1
 : -13% | nt | -3% | -18 | -25% | ? | 8% | ? | 15% | -2% | 1%
O=C(O)c1ccc(-c2nnc(-c3cccc(Br)c3)o2)cc1
 : 11µM* | -7% | -11% | 19 | 21% | ? | 1.4µM* | -26% | 1.6µM* | ? | nt
COc1ccccc1C(=O)NCCC(=O)Nc1ccc(S(=O)(=O)N2CC(C)CC(C)C2)cc1 (stereo unspecified)
 : -1% | nt | nt | 21 | nt | ? | 0% | nt | -3% | -7% | nt
Cc1cc(C(=O)CSc2nc3ccccc3[nH]2)c(C)n1C
 : 3.4µM* | -4% | -30% | 9 | ? | ? | 0.4µM* | -14% | 0.45µM* | -2% | -4%
Cc1ccc(NC(=O)C2=C(C(=O)O)CCCC2)cc1Br
 : -14% | -10% | 1% | 12 | ? | -2% | -6% | -9% | 0% | 3% | 4%

One compound at a time, from the list above.
Results for `CCOc1cc(C)c(S(=O)(=O)NC2CCCCC2)cc1C` → FLuc counter: 0%; MBNL1 CUG block: 0%; Gal4-VP16 FLuc: 11µM*; KCNH2 3.1 block: -6; RORgamma inh: 4%; ELG1 repair inh: -19%; NPC1 prom act: -2%; Menin-MLL TR inh: 2%; Rab9 prom act: -2%; Mito fusion yeast: 18%; PKM2 activator: -1%
Results for `COc1ccc(-n2c(Cc3cc(=O)[nH]c(=O)[nH]3)nnc2SCC(=O)Nc2ccccc2)cc1` → FLuc counter: -1%; MBNL1 CUG block: 4%; Gal4-VP16 FLuc: 1%; KCNH2 3.1 block: 22; RORgamma inh: 9%; ELG1 repair inh: 8%; NPC1 prom act: 2%; Menin-MLL TR inh: -3%[11.7 µM]; Rab9 prom act: 4%; Mito fusion yeast: 0%; PKM2 activator: -2%

An excerpt, so the mix of outcomes need not match the whole.
